Assay outcomes: PubChem, SRMLSC
SKBR3 24h inh: SK-BR-3 proliferation inhibitors, primary screen, cell-based, human, 24 h. 41,000 tested, 0.47% active. SK-BR-3 viability, CellTiter-Glo ATP luminescence; active compounds read low. viability, % at 10 µM;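 active means viability at or below the median of all test compounds minus 3 SD, in both replicates if run twice, cut at about 45% in these data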;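 further: 100% = median untreated cell wells and 0% = median positive control drug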
Starred values were filed as active, the others as inactive; & = joins results of further samples.

canonical_smiles	SKBR3 24h inh
O=C(NCc1ccco1)c1cc(-c2ccccc2)c(N2CCOCC2)s1	85.4
COc1ccccc1NC(=O)CNS(=O)(=O)c1ccccc1	80.2
Cc1cc(C)nc(N(C#N)CC(=O)N2CCC(C(N)=O)CC2)n1	89.6
Cc1ccc(OC(C)c2nnc(N)s2)cc1Cl (stereo not given)	91.3
O=C1c2ccccc2C(=O)C12Cc1ccccc1N1CCN(c3ccccc3)CC12 (stereo not given)	84.3
c1ccc2cc3[nH]c(CN4CCOCC4)nc3cc2c1	82.7
O=C(CSc1ncnc2c1cnn2-c1ccccc1Cl)N1CCN(C(=O)c2ccco2)CC1	83.4
N#Cc1cnn(Cc2ccccc2)c1N	84.5
CCN1CCN(Cc2cc(=O)oc3cc(C)cc(C)c23)CC1	50.0
O=C(Cn1ncc2c(=O)oc3ccccc3c21)N1CCN(c2ccccn2)CC1	77.6
COc1ccc(S(=O)(=O)Cc2ccccc2)cc1N	82.9
COc1ccc(CCC(=O)N2CC(C)OC(C)C2)cc1 (stereo not given)	99.8
NCCCSC1=NCCCN1	76.3
NCCCCCc1nnc(SCc2ccccc2Cl)o1	96.3
CS(=O)(=O)N(CC(=O)N1CCCCCC1)c1cccc(Br)c1	88.3

Other entries:
canonical_smiles	SKBR3 24h inh
CCOCCCNC(=O)C(C)NS(=O)(=O)c1ccc(C)cc1 (stereo not given)	88.0
COc1ccc(-c2cn3ccsc3n2)cc1	74.0
CSc1ccc(-c2cc(=O)c3ccccc3o2)cc1	83.1
CC(=O)c1c(COC(=O)c2cccnc2)nc2ccccc2[n+]1[O-]	85.8
Cc1cccc(OCC2=N/C(=C\N(C)C)C(=O)O2)c1	102.5
COCCn1c(=O)[nH]c2cc(C(=O)NCCCN3CCN(c4ccc(F)cc4)CC3)ccc2c1=O	76.6
Cc1cc(SCC(=O)Nc2c(C)n(C)n(-c3ccccc3)c2=O)n2c(nc3ccccc32)c1C#N	95.8
CS(=O)(=O)Nc1nnc(Cc2ccccc2)s1	97.9
COc1ncnc2c1oc1nc(C(C)C)c3c(c12)CC(C)(C)OC3	90.5
O=C(CCC(=O)N(Cc1ccco1)C(C(=O)NC1CCCC1)c1ccncc1)Nc1cccnc1 (stereo not given)	94.6
Cc1cccc(Nc2nc(NC(C)C)nc(Oc3ccc(=O)n(C)n3)n2)c1	82.7
Cc1cc(C(F)(F)F)nc(SCC(=O)NC2=NC(=O)C(C)S2)n1 (stereo not given)	118.6
O=C(c1ccc2c(c1)OCCO2)N1CCCCC1	87.0
Nc1nonc1-c1noc(-c2ccc(Br)o2)n1	88.9
CC(C)(C)n1nnnc1C(c1cccs1)N1CCN(Cc2ccccc2)CC1 (stereo not given)	70.7

Following part:
canonical_smiles	SKBR3 24h inh
COc1ccc(CCNC(=O)c2ccc(=O)[nH]n2)cc1OC	93.0
Cc1ccc(SCCCn2cncn2)cc1	113.2
O=C(CSc1nnc(-c2ccc(O)cc2)n1Cc1ccco1)c1cccs1	65.5
COc1ccc(N2CCN(C(c3cc4ccc(C)cc4[nH]c3=O)c3nnnn3C3CCCC3)CC2)cc1 (stereo not given)	83.0
COc1cc(C2Nc3cccc4cccc(c34)N2)cc(OC)c1O	73.7
COC(=O)CNC(=O)C(Cc1c[nH]c2ccccc12)NC(=O)OC(C)(C)C (stereo not given)	99.6
Cc1nn(-c2ccccc2)c(Cl)c1C1C(C#N)=C(N)Oc2n[nH]c(C)c21 (stereo not given)	68.9
Cc1noc(C)c1C(=O)Nc1sc2c(c1C(N)=O)CCC2	92.6
Cc1c(C(=O)OCCN2CCCCC2)oc2ccccc12	100.3
CC(=O)NC(NC(C)=O)c1ccc(N(C)C)cc1	92.2
COc1cc(S(=O)(=O)N2CCN(C)CC2)c(OC)cc1Br	69.8
Cn1c(=O)c2c(nc(NCCCN3CCOCC3)n2Cc2ccc(Cl)cc2)n(C)c1=O	97.0
O=C1Nc2ccccc2C1(O)Cc1ccncc1 (stereo not given)	94.2
O=C1C2CCCN2C(c2ccc(F)cc2)N1c1nccs1 (stereo not given)	87.1
O=C(CSc1nnc2c3c4c(sc3ncn12)CCCC4)NCc1ccco1	97.4

In the list so far, these have a Cl atom:
canonical_smiles	SKBR3 24h inh
Cc1ccc(OC(C)c2nnc(N)s2)cc1Cl (stereo not given)	91.3
O=C(CSc1ncnc2c1cnn2-c1ccccc1Cl)N1CCN(C(=O)c2ccco2)CC1	83.4
NCCCCCc1nnc(SCc2ccccc2Cl)o1	96.3
Cc1nn(-c2ccccc2)c(Cl)c1C1C(C#N)=C(N)Oc2n[nH]c(C)c21 (stereo not given)	68.9
Cn1c(=O)c2c(nc(NCCCN3CCOCC3)n2Cc2ccc(Cl)cc2)n(C)c1=O	97.0

(listing goes on)
canonical_smiles	SKBR3 24h inh
O=c1oc2c(CN3CCCCC3)c(O)ccc2cc1-c1nc2ccccc2[nH]1	100.4
CCOc1ccc(NCc2nnc(SCC(=O)Nc3cc(C)on3)n2-c2ccc(OC)cc2)cc1	102.1
COC(=O)C1=CN(CC2CCCO2)C=C(C(=O)OC)C1c1ccsc1 (stereo not given)	72.5
O=C(NC1CCCCCC1)C1CCN(S(=O)(=O)c2ccccc2)CC1	82.9
O=C(O)c1cccc(-n2nnnc2SCc2ccccn2)c1	99.2
CC(=O)Nc1ccc(NS(=O)(=O)c2ccc(Cl)c(C(=O)O)c2)cc1	92.9
Clc1ccc(Cl)c(-c2nn3c(COc4ccccc4)nnc3s2)c1	79.7
Cc1ccc2[nH]c(=O)c(CN(CCc3ccccc3)C(=O)N3CCOCC3)cc2c1	90.7
COc1cccc2sc(N(C)c3ccccc3)nc12	76.6
COc1ccc(Cn2nnnc2CN(Cc2cc3cc(C)ccc3[nH]c2=O)C2CCCC2)cc1	83.3
OCC12COC(c3ccccc3)N1C(c1ccccc1)OC2 (stereo not given)	99.9
CCOC(=O)c1ccc(NC2OC(=O)c3ccccc32)cc1 (stereo not given)	99.2
O=C(C1CCCO1)N1CCN(Cc2nc3ccccc3c(=O)[nH]2)CC1 (stereo not given)	86.7
CCC(Sc1nc2n[nH]c(C)c2c(=N)n1-c1ccc(C)c(Cl)c1)C(=O)N1CCOCC1 (stereo not given)	77.4
Cc1ccc2cc(CN(CC3CCCO3)S(=O)(=O)c3ccc4c(c3)OCCO4)c(=O)[nH]c2c1C (stereo not given)	72.3

New compounds follow:
canonical_smiles	SKBR3 24h inh
CCOC(=O)c1cc2c(ccn2C)n1CC(=O)N1CCC(Cc2ccccc2)CC1	105.8
CCCN(CCC)CCCNS(=O)(=O)c1ccc2c(c1)oc(=O)n2C	84.0
O=C(NCc1ccc(N2CCCC2=O)cc1)NC1CCCCC1	84.8
C=CCOc1nc2c(c(=O)n(C)c(=O)n2C)n1Cc1c(Cl)cccc1Cl	77.6
COc1ccccc1-c1cc(C(=O)NCCCn2ccnc2)no1	82.6
COc1cccc(N(C(=O)c2cccs2)c2nc3ccccc3s2)c1	97.8
Cc1cc(=O)[nH]c(N2CCN(C(c3ccccc3)c3ccccc3)CC2)n1	85.1
COCc1[nH]nc2c1C(c1ccc(OC)cc1)C(C#N)=C(N)O2 (stereo not given)	123.2
C=CCn1c(SCc2nc(N)nc(N(C)C)n2)nnc1-c1cccnc1	104.6
CCCOc1ccc2ccccc2c1/C=N/n1c(C)nnc1-n1nc(C)cc1C	94.8
CCc1cccc2c(C#N)cn(CCOc3ccccc3OC)c12	63.4
O=C(Nc1ccc2c(c1)OCCO2)C1CCC1	100.4
O=C(CSc1nnc(-c2ccco2)o1)NC1CC2CCC1C2 (stereo not given)	111.3
Cn1c(SCC(=O)N2CCOCC2)nnc1-c1cccc(NC(=O)c2ccccc2F)c1	98.3
Clc1ccc(N2CCN(c3ncnc4c3oc3ccccc34)CC2)cc1	98.2

(list continues)
canonical_smiles	SKBR3 24h inh
N#Cc1nc(-c2ccco2)oc1N1CCN(c2cccc(Cl)c2)CC1	53.6
CC/C(=C\C(=O)c1cccnc1)Nc1ccc(C)c(C)c1	89.4
CC(C)(C)C1=Nn2c(nnc2-c2ccco2)SC1	97.4
CC(=O)Cc1nsc(NC(=O)c2c(-c3ccccc3Cl)noc2C)n1	83.3
Cc1ccccc1C(=O)c1ccc2c(c1)n(C)c(=O)n2C	84.3
CCCCn1nnnc1NCc1cc(OC)c(OC)cc1OC	83.2
COc1cccc(OCc2nc3ccccc3c(=O)n2N)c1	87.1
O=C(NCCC(=O)N1CCNC1=O)OCc1ccccc1	91.8
Cc1ccnc(NC(=O)CN(C)S(=O)(=O)c2cccc3nsnc23)c1	95.6
COc1cccc(C(c2nnnn2Cc2ccccc2)N2CCN(C(=O)c3ccco3)CC2)c1OC (stereo not given)	97.3
Cc1nnc(SC(C)C(=O)Nc2ccc(S(=O)(=O)N3CCCCC3)cc2)s1 (stereo not given)	69.6
CCN(CC)C(=O)c1cn(C)c(=O)c2cc(OC)c(OC)cc12	78.1
CC(=O)C1=C(C)Nc2ncnn2C1c1ccc(Cl)cc1Cl (stereo not given)	88.0
COc1ccccc1C(=O)NCCCN1CCCC1=O	116.4
C=CCn1cnc2c(c1=O)c1nc3ccccc3nc1n2/N=C/c1cccc(OC)c1OC	104.9

Following part:
canonical_smiles	SKBR3 24h inh
NC(=O)c1cc(Cc2ccccc2)sc1NC(=O)c1ccco1	95.9
CCCNC(=O)C1CCN(c2nc(C)cc(C)n2)CC1	72.8
O=C(c1ccccc1NS(=O)(=O)c1cccs1)N1CCCC1	65.3
COc1ccccc1-c1c(C#N)c(SCC(=O)N2CCCC2)nc(C)c1C(N)=O	94.8
O=C(CCCn1c(=O)c2sccc2n(CC(=O)OCc2ccccc2)c1=O)NCc1ccco1	71.4
CCOC(=O)CC1=C(C(=O)OCC)C(c2ccc(C)o2)C(C#N)=C(N)O1 (stereo not given)	63.2
Cn1c(C(=O)Nc2ccc3c(c2)OCCO3)cc2sccc21	87.5
COc1ccc(OC)c(C(=O)CSc2nnc(Cc3cccs3)n2C)c1	87.5
Nc1nonc1-c1noc(CCCCCN2C(=O)c3ccccc3C2=O)n1	76.2
CCOC(=O)CSc1nnc(CNC(=O)c2cccs2)n1-c1cc(C)ccc1C	88.2
CCOC(=O)N1CCC(NC(=O)c2ccc(NC(=O)C3CCCO3)cc2)CC1 (stereo not given)	98.9
CCc1c(C(=O)Nc2ccncc2)csc1C	80.2
COc1ccc(S(=O)(=O)Nc2nncs2)cc1	83.3
O=C(CS(=O)(=O)c1ccccc1)Nc1nc(-c2ccccc2)cs1	85.0
CCOc1ccccc1OCCCCCc1c(C)n[nH]c1C	133.1

The list goes on:
canonical_smiles	SKBR3 24h inh
Cc1cc(NC(=O)CCC(=O)N(c2cccnc2)C(C(=O)NC2CCCC2)c2ccccc2)no1 (stereo not given)	87.0
Cc1nc(C)n(C(=O)N(c2ccccc2)c2ccccc2)n1	95.9
CCCOc1ccccc1C1C(C(=O)OC)=CN(C(C)C)C=C1C(=O)OC	101.5
CCC(=O)Nc1c(-c2ccc(OC)cc2)c(=O)c2ccccc2n1C	86.0
N#Cc1cnc(Nc2nc3ccccc3o2)nc1-c1ccccc1	78.6
Cc1cc(C)n(-c2nc3c(c(=O)[nH]c(=O)n3C)n2CC(O)COc2ccccc2)n1 (stereo not given)	90.8
O=CNCCCc1nc2ccccc2n1Cc1ccccc1	86.1
CC(C)c1nnc(NC(=O)CCC(=O)N2CCN(Cc3ccccc3)CC2)s1	104.6
CCc1ccc2[nH]c(=O)c(C(c3nnnn3CC3CCCO3)N3CCN4CCCC4C3)cc2c1 (stereo not given)	75.8
COC(=O)C(C(=O)Nc1ncccn1)C1CCCCCC1 (stereo not given)	81.7
CCOC(=O)C1=C(C)Nc2nnnn2C1c1cccc(OC)c1OC (stereo not given)	82.5
CCCCN(CC)Cc1c(C)[nH]c2ccccc2c1=O	91.2
O=S(=O)(NCC(c1cccnc1)N1CCN(c2ccc(F)cc2)CC1)c1ccccc1 (stereo not given)	85.5
O=C(NCCCc1ccccc1)c1ccccc1O	113.4
c1ccc(-n2cccc2CNC2CCCCC2)cc1	87.2

(cont.)
canonical_smiles	SKBR3 24h inh
CN(C(=O)c1ccccn1)c1nnc(-c2ccccn2)s1	98.6
O=S(=O)(c1ccc(Cl)s1)N1CCN(Cc2ccccc2)CC1	77.6
COc1ccc(Cn2c(=O)[nH]c3cc(C(=O)NCc4ccc5c(c4)OCO5)ccc3c2=O)cc1	101.6
O=C(NCC1CCCO1)c1cnn2c1NC(c1ccccc1)CC2C(F)(F)F (stereo not given)	82.8
CC1(C)NC(=O)N(CC(O)CN(Cc2ccccc2)Cc2ccccc2)C1=O (stereo not given)	83.7
O=S(=O)(c1ccc(-c2csc(-c3cccnc3)n2)cc1)N1CCCC1	93.8
O=C(CN1CCCC1)N1CCCc2c1c(=O)oc1ccc(OCc3ccccc3)cc21	57.7
O=C(CSc1nnc(-c2ccco2)n1Cc1ccccc1)OC1CCCCC1	70.9
CCn1c(=O)n(CC)c2cc(S(=O)(=O)N3CCc4ccccc43)ccc21	86.5
O=P(O)(O)c1ccccc1OCc1ccccc1	90.8
Cc1ccc(-c2nnc(CSc3nnc4c5c(C)c(C)sc5nc(C(C)C)n34)o2)cc1	62.5
CCN1CCCC1CNC(=O)c1c(O)c2c([nH]c1=O)CCCC2 (stereo not given)	83.5
CCCSc1nnc2n(Cc3ccccc3)c(=O)c3c4c(sc3n12)CCC4	75.1
O=C(O)CN(CCO)CCN(CC(=O)O)CC(=O)O	112.2&98.5
O=C(Nc1nnc(C2CCCCC2)s1)c1cccs1	83.5

Other records follow:
canonical_smiles	SKBR3 24h inh
Cc1cccc(-c2nnc(SCC#N)n2-c2ccccc2)c1	124.3
COC(=O)C1(C)NC(c2cccs2)C2C(=O)N(c3ccc(F)cc3)C(=O)C21 (stereo not given)	187.0
COc1ccc(NC(=O)C2=C(C)Nc3ncnn3C2c2ccccc2C(F)(F)F)c(OC)c1 (stereo not given)	84.3
Cc1cccc(OCc2nnc(SCC(=O)N3CCN(C(=O)c4ccco4)CC3)n2C)c1C	111.9

An excerpt; rates above refer to the full screens.
